Assay outcomes from PubChem BioAssay.
ERa SRC1 inh: ERα–SRC-1 coactivator interaction inhibitors, primary screen, biochemical, TR-FRET, ERα LBD, estradiol-bound; Estrogen receptor (Homo sapiens), P03372; AID 629, 2007; inhibition, % at 25.6 µM; 1.7% of 86,000 active; TR-FRET ER-alpha LBD / SRC-1 peptide; in the data active = inhibition above about 50%;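 note: 0% = receptor plus peptide control and 100% = peptide only without receptor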
Target sequence (P03372 whole entry, looked up, the tested form may be a part): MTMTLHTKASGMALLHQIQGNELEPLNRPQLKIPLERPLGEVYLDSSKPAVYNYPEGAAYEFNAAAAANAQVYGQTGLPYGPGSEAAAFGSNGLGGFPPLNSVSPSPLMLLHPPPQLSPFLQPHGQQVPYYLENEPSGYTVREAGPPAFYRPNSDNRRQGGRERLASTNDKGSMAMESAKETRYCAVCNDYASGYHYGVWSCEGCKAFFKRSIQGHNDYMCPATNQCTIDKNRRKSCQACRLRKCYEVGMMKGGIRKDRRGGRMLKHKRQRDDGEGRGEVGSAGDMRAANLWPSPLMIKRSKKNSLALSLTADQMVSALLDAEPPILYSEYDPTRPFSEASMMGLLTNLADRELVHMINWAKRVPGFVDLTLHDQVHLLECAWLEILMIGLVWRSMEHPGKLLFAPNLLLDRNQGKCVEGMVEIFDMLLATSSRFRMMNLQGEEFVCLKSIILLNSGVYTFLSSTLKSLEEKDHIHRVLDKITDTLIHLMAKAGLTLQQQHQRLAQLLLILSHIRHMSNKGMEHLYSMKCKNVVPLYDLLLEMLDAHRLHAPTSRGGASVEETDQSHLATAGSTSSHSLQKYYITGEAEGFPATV
Pyk2 oligo antag: antagonists of Pyk2 self-association, primary screen, Q293 cells, FERM NanoBiT luminescence, HTS. Protein-tyrosine kinase 2-beta (Homo sapiens), Q14289. hits give low values. z-score (the deposit names both 25 µM and 10 µM). 0.83% of 99,000 active. AID 1347419, 2020;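 active = Z-score of -3 or lower, scaled per plate to the spread of control and sample wells; inactive = z-score above -3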;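 note: negative z-score means lost luminescence so less FERM oligomerization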
* = called active by the depositor; [ ] = another dose, or the depositor's remark. The list is partial; the hit share may differ from the screen's.

ERa SRC1 inh | Pyk2 oligo antag | compound
6 | -0.23 | c1ccc(C(c2nnnn2Cc2ccco2)N2CCN(C3CCCC3)CC2)cc1 (stereo not given)
0 | 1.8 | Cn1c(=O)c2c(nc(N3CCOCC3)n2CC(=O)C23CC4CC(CC(C4)C2)C3)n(C)c1=O
23[fluorescence artefact?] | -0.75 | Cc1cc(C)n2nc3nc(N4CCCC4)nc(-c4ccccc4)c3c2n1
1 | -0.24 | Cc1ccc(-c2noc(CCCC(=O)N3CCOCC3)n2)cc1
-6[fluorescence artefact?] | -1 | COc1ccc(NC(=O)c2cc(S(=O)(=O)N3CCCCC3)ccc2N2CCCCC2)cn1
3 | -0.59 | CCN1C(=O)C(O)(CC(=O)c2ccc(-n3cccc3)cc2)c2ccccc21 (stereo not given)
-4 | -0.67 | CC(C)n1c(-c2cccnc2)nc2cnccc21
-3 | 0.17 | COc1cccc(NC(=O)CN(C)S(=O)(=O)c2ccc(C)cc2)c1
-1 | -0.79 | O=c1cc(Cn2nnc(-c3ccc(Cl)cc3)n2)nc2sccn12
8 | -0.68 | CCOc1ccc(N2C(=O)CSC23CCCCC3)cc1
-2 | -1.9 | CC(=O)N1C=CN(C(C)=O)C(c2cn(C)c3ccccc23)C1c1cn(C)c2ccccc12 (stereo not given)
4 | -0.07 | CCNC(=O)c1c(O)c2ccccc2[nH]c1=O
7 | 0.87 | COc1ccc(CCNC(=O)CCNS(=O)(=O)c2ccc3c(c2)CCN3C(C)=O)cc1OC
-13 | 0.12 | COc1ccc(CNC2CCCCC2C)c(OC)c1 (stereo not given)
4[fluorescence artefact?] | -0.54 | CC(C)C(c1nnnn1Cc1ccco1)N1CCN(c2nc3ccccc3s2)CC1 (stereo not given)
-21 | 0.94 | O=c1oc2c(CN3CCCCC3)c(O)ccc2c2c1CCCCC2
2 | -0.52 | O=C(Cn1cnc2ccccc21)Nc1cc(C(F)(F)F)ccc1N1CCOCC1
22 | -0.18 | Cc1cc2c(cc1C)NC(CC(=O)NCc1ccccc1)C(=O)N2 (stereo not given)
-2 | -0.87 | N#CCCN(C(=O)CSc1ccc2c(c1)OCCO2)c1ccccc1
-1 | -0.11 | O=C(O)C1(P(=O)(c2ccccc2)c2ccccc2)CCC1
73*[fluorescence artefact?] | 0.26 | NC(=O)Cc1c[nH]c2cccc(O)c12
-4 | -0.04 | C=CCNc1nc(C2(C)CC3(CC(C)OC3=O)C(=O)O2)cs1 (stereo not given)
-4 | 0.11 | COC(=O)c1c(F)c(F)c(N2CCOCC2)c(F)c1F
2 | 0.81 | O=C(CCN1C(=O)c2ccccc2C1=O)Nc1ccncc1
11 | -0.08 | Cc1ccc(CNC(=O)CCS(=O)(=O)c2cc(Br)cc3c2N(C(=O)C2CC2)CC3)o1

The list goes on, starting with the last seven of the part before.
ERa SRC1 inh | Pyk2 oligo antag | compound
-2 | -0.87 | N#CCCN(C(=O)CSc1ccc2c(c1)OCCO2)c1ccccc1
-1 | -0.11 | O=C(O)C1(P(=O)(c2ccccc2)c2ccccc2)CCC1
73*[fluorescence artefact?] | 0.26 | NC(=O)Cc1c[nH]c2cccc(O)c12
-4 | -0.04 | C=CCNc1nc(C2(C)CC3(CC(C)OC3=O)C(=O)O2)cs1 (stereo not given)
-4 | 0.11 | COC(=O)c1c(F)c(F)c(N2CCOCC2)c(F)c1F
2 | 0.81 | O=C(CCN1C(=O)c2ccccc2C1=O)Nc1ccncc1
11 | -0.08 | Cc1ccc(CNC(=O)CCS(=O)(=O)c2cc(Br)cc3c2N(C(=O)C2CC2)CC3)o1
5[fluorescence artefact?] | 0.11 | c1ccc2c(c1)Cn1nnnc1-2
10[fluorescence artefact?] | 0.08 | COc1ccc(-n2ncc3c(NCc4ccc5c(c4)OCO5)ncnc32)cc1
1[fluorescence artefact?] | 0.97 | Cc1cc(-c2ccco2)n(CC(=O)O)n1
-6 | 1.3 | CCOC(=O)c1ccc(N2C(=O)C(O)=C(C(C)=O)C2c2ccc(O)c(OC)c2)cc1 (stereo not given)
3 | -0.79 | Cn1cnnc1Sc1nc2ccccc2nc1NS(=O)(=O)c1ccccc1
-10 | -3.6* | COC(=O)c1cc2sccc2n1CC(=O)Nc1cccc(SC)c1
-11 | 0.03 | COc1ccc(-c2nn(-c3ccccc3)cc2CO)cc1OC
0 | -0.03 | Cc1cccc(NC(=O)CN2C(=O)COc3ccc(Cl)cc32)c1
12[fluorescence artefact?] | -1.4 | O=c1c2ccccc2nnn1CSc1nc2ccccc2c(=O)n1Cc1ccco1
-7 | 0.41 | COc1ccccc1CNC(=O)CCS(=O)(=O)c1cccs1
20 | 0.57 | CC/C(=C1/C(=O)CC(C)(C)C(C(=O)OC)C1=O)N1CCCC1 (stereo not given)
4[fluorescence artefact?] | 0.46 | O=C(Cc1ccc(F)cc1)N(c1ccccc1)C1C=CS(=O)(=O)C1 (stereo not given)
10 | 0.83 | O=CN1CCC(=O)N(Cc2ccccc2)c2ccccc21
-2 | 0.65 | CC(=O)Nc1nc(C)c(Cc2ccccc2)c(=O)[nH]1
1 | -0.48 | Cc1cc(=O)[nH]c2c1c(C)nn2-c1ccccc1
-17 | -1.4 | CCc1ccc(NC2=NCC(=O)N2Cc2ccc3c(c2)OCO3)cc1
-1 | 0.3 | COC(=O)c1cc(=O)c2ccc(OC)cc2o1
0 | -1.1 | O=C(Nc1ccc(-c2nc3ccccc3[nH]2)cc1)c1ccco1
-8 | 1 | O=C(Cn1nc(Cl)nc1Cl)Nc1ccccc1
4 | 0.04 | Cc1cc(=O)n2nc(N3CCCC3C(=O)NCCCN3CC(C)CC(C)C3)sc2n1 (stereo not given)
5 | 1.1 | c1ccc(Cn2ncc3ccccc32)cc1
0 | 2 | Cc1oc2nc(SCCCC(=O)NCCCO)nc(N)c2c1C
10 | -3.4* | Fc1ccc2[nH]c3c(N4CCN(c5ccccc5)CC4)ncnc3c2c1
4 | 0.93 | Oc1ccccc1C(=S)N1CCCCC1
70*[fluorescence artefact?] | -1.8 | O=S(=O)(Nc1nc2ccccc2nc1Nc1ccc2c(c1)OCCO2)c1cccs1
0 | 5.1 | COc1ccc(-c2nnc(SCC(=O)NC(C)C)n2CC2CCCO2)cc1OC (stereo not given)
22[fluorescence artefact?] | 0.01 | CCOc1ccc(-c2[nH]nc3c2C(c2ccc4c(c2)OCO4)C(C#N)=C(N)O3)cc1OC (stereo not given)
1 | 0.05 | COC(=O)CN(c1cc(OC)ccc1OC)S(=O)(=O)c1ccc(OC)c(OC)c1
3 | 0.33 | O=C(CN(Cc1ccccc1Cl)C(=O)Cn1nnc(-c2cccs2)n1)NCC1CCCO1 (stereo not given)
4[fluorescence artefact?] | -0.39 | CN(C(=O)c1ccc2c(c1)OCO2)C1(C(=O)NC2CCCC2)CCCCC1
1 | 0.17 | CCc1ccc(CCC(=O)Nc2nnc(CC)s2)o1
-2 | -0.12 | Cc1onc(-c2ccccc2)c1C(=O)NCCN1CCOCC1
-5 | 1.2 | CCCn1c(SCC(N)=O)nnc1-c1ccco1
5 | -0.26 | Cc1ccc(-n2c3c(cc(C(=O)N4CCN(C)CC4)c2=O)C(=O)CC(C)(C)C3)cc1
1 | -0.39 | CCOC(=O)N1CCC(NC(=O)CCN2C(=O)C3C4C=CC(C4)C3C2=O)CC1 (stereo not given)
17 | 1.5 | COc1cc(CNCc2ccc(OC)c(OC)c2OC)cc(OC)c1
-10 | 0.75 | CCn1cc(/C=N/O)c(C)n1
-1[fluorescence artefact?] | -0.44 | CCC(CC)C(=O)NCc1ccccc1Cl
0 | -0.68 | CCOC(=O)c1c(NC(=O)c2ccco2)sc2c1CCCC2
1 | 1.5 | CC1(C)NC(=O)N(c2ccccc2Cl)C1(C)NO (stereo not given)
23 | 0.02 | O=C(Cn1nc(-c2ccccc2)c2ccccc2c1=O)NCC1CCCO1 (stereo not given)
5 | -0.46 | CCc1sc(C(=O)NCc2cc(C)n(C)n2)cc1Br
-11 | 0.37 | O=C(CSc1ccccc1C(=O)O)Nc1cccc(C(=O)O)c1
10 | 0.77 | C=CCOn1c(=O)c(C)[n+]([O-])c2ccccc21
11 | -0.42 | O=c1oc(-c2cccs2)nc2c1cnn2-c1ccccc1
-2 | 0.22 | COC(=O)c1ccc2[nH]c(C)c(CN3CCCC3)c(=O)c2c1
1[fluorescence artefact?] | -1.6 | COc1ccc(NC(=O)c2oc3ccc(S(=O)(=O)N4CCC5(CC4)OCCO5)cc3c2C)cc1
-2 | -0.48 | CCCCSc1nc(C)c(CC(=O)OC)c(=O)[nH]1
5 | 0.62 | Cc1sc2ncnc(SCC(=O)N3CCN(C(=O)c4ccco4)CC3)c2c1C
-2 | -0.24 | CCOC(=O)N1CCN(C(=O)C(C)N(c2ccc(Oc3ccccc3)cc2)S(C)(=O)=O)CC1 (stereo not given)

Compounds from the list above that contain bromine:
ERa SRC1 inh | Pyk2 oligo antag | compound
11 | -0.08 | Cc1ccc(CNC(=O)CCS(=O)(=O)c2cc(Br)cc3c2N(C(=O)C2CC2)CC3)o1
5 | -0.46 | CCc1sc(C(=O)NCc2cc(C)n(C)n2)cc1Br

Next structures:
ERa SRC1 inh | Pyk2 oligo antag | compound
7 | -0.01 | CC1S/C(=C(\C#N)C(=O)NCc2ccco2)N(Cc2ccco2)C1=O (stereo not given)
0 | 0.53 | CCn1c2ccc(CC(=O)O)cc2c2cc(CC(=O)O)ccc21
-3 | -1.6 | CCOC(=O)c1c(NC(=O)c2cccs2)sc2c1CC(C)(C)OC2
1 | -0.17 | CCC(CCC(=O)Nc1ccn(-c2ccccc2)n1)C(=O)O (stereo not given)
4[fluorescence artefact?] | -0.88 | CCOc1ccc(S(=O)(=O)N2CCN(S(=O)(=O)c3ccc(OCC)cc3)C(C)C2)cc1 (stereo not given)
-2 | 0.24 | CCOC(=O)C1(c2nc(N)cs2)COC(=O)C1 (stereo not given)
8 | -0.51 | COc1ccc2[nH]c(=O)c(C(c3nnnn3C3CCCCC3)N3CCN(C)CC3)cc2c1 (stereo not given)
14 | -1.6 | Cc1ccc(NC(=O)CSc2n[nH]c(-c3ccncc3)n2)cc1C
-3[fluorescence artefact?] | 1.1 | COC(=O)c1ccc(-c2ccc(CNCC(O)c3ccccc3)o2)cc1 (stereo not given)
-7 | -0.63 | COc1ccc(CN2C(=O)NC3(CCCCCC3)C2=O)cc1F
-1 | 0.69 | CN/S(=N/S(=O)(=O)c1ccccc1)c1ccc(C)cc1 (stereo not given)
-2 | 0.26 | C/C=C/c1ccc(OCCCN2C(=O)NC(C)(C)C2=O)c(OC)c1
32 | -0.85 | COc1ccc(C2CC(=O)Nc3ccccc3S2(=O)=O)cc1OC (stereo not given)
-1 | 0.59 | Cn1c(=O)oc2cc(S(=O)(=O)NCCC(=O)NCCc3ccc(Cl)cc3)ccc21
-7 | -0.78 | O=C(Nc1nccs1)c1cc(S(=O)(=O)N2CCOCC2)ccc1Cl
1 | -0.52 | CCc1nc2c(n1O)CCc1nonc1-2
0 | -1.4 | CC(C)(C)C1CCC2(CC1)C(C#N)=C(SCC(=O)Nc1ccccc1)NC(=O)C2C#N (stereo not given)
20[fluorescence artefact?] | -2.5 | CCOC(=O)N1CCC(NC(=O)c2cc3c(-c4cccc(OC)c4)nn(C)c3s2)CC1
13[fluorescence artefact?] | 1.2 | CCOC(=O)N1CCC(NS(=O)(=O)c2cc(Br)cc3c2N(C(=O)CC)CC3)CC1
-6 | 0.08 | O=C(O)C1C2C=CC(C2)C1C(=O)NCc1ccc2c(c1)OCO2 (stereo not given)
-4 | -0.17 | CCCN(C(=O)Cc1nc(N)n[nH]1)C1(C(=O)Nc2c(C)cccc2C)CCCCC1
7 | -0.36 | CCn1c(CSc2nncn2-c2ccc(OC)cc2)nc2cc(S(=O)(=O)N(C)C)ccc21
0 | 0.42 | CC(C)CCOCC(=O)Nc1cccc(C(=O)O)c1
2 | -0.26 | O=S(=O)(NC1CCc2ccccc21)c1ccc(S(=O)(=O)N2CCCC2)cc1 (stereo not given)
-29 | 0.82 | Nc1nnc(CSCc2ccc(F)cc2)s1
4[fluorescence artefact?] | 0.49 | Cc1ccc(S(=O)(=O)NC2OC(=O)C(Cl)=C2Cl)cc1 (stereo not given)
3 | 1.6 | O=C(CSc1nc2ccccc2[nH]1)N1CCN(c2ccccc2)CC1
85*[fluorescence artefact?] | -1.1 | CCN(CC)S(=O)(=O)c1ccc(Nc2nc3ccccc3n3nnnc23)cc1
0 | 0.12 | CCc1ccc(C(=O)CSc2n[nH]c(C)n2)cc1
-13 | -0.32 | O=C(OCC(=O)N(C1CCCCC1)C1CCCCC1)c1cnccn1
20 | -1.1 | O=C(CSc1nnc(-c2ccccc2)o1)c1nnc(-c2ccccc2)o1
-2 | -0.19 | CCNS(=O)(=O)c1ccc(NC(=O)c2cccnc2)cc1
-2 | 0.12 | CSc1nc(C)cc(-n2ccc(=O)[nH]c2=O)n1
9[fluorescence artefact?] | -0.84 | CC1(C)CC(n2c(=S)[nH]c3ccccc3c2=O)CCO1 (stereo not given)
2 | -0.27 | Cc1ccccc1CSc1nc2c(c(=O)[nH]1)CCC2
5[fluorescence artefact?] | -0.18 | O=P(O)(CCCP(=O)(O)CCc1ccccc1)CCc1ccccc1
12 | 0.11 | CCCn1c(SCC(=O)c2ccc3c(c2)OCCO3)nc2c1c(=O)n(C)c(=O)n2C
17[fluorescence artefact?] | -0.57 | COc1ccc(CCn2c(C)cc3c(c2=O)C(c2ccc4c(c2)OCO4)C(C#N)=C(N)O3)cc1OC (stereo not given)
5 | -0.08 | CCc1nnc(NC(=O)c2ccncc2)s1
20 | 0.35 | Cc1cc(C(=O)CN2C(=O)c3ccccc3S2(=O)=O)c(C)n1CC1CCCO1 (stereo not given)
-5 | 1.4 | CCCCC(=O)N(c1ccc(OCC)cc1)C1C=CS(=O)(=O)C1 (stereo not given)
-1 | -0.19 | CCOC(=O)N1CCN(C(=O)COc2ccccc2Cl)CC1
